# All columns: NCI-60 one-dose screen, growth in % after 48 h at 10 µM unless noted; 100 = growth as untreated, 0 = no growth, -100 = all killed.
# SK-MEL-2 = SK-MEL-2 melanoma | actives 4.7% (n = 77,000) | AID 1794763
# UACC-62 = UACC-62 melanoma; actives 5.4% (n = 81,000); AID 1794756
# UACC-257 = UACC-257 melanoma. actives 4.4% (n = 78,000)
# BT-549 = BT-549 breast cancer. actives 4.4% (n = 78,000). AID 1794793
# MALME-3M = MALME-3M melanoma; actives 5.8% (n = 78,000); AID 1794766
# T-47D = T-47D breast cancer; actives 5% (n = 79,000)
# SK-MEL-28 = SK-MEL-28 melanoma; actives 4.1% (n = 81,000)
# HS 578T = HS 578T breast cancer | actives 4.1% (n = 78,000)
# An asterisk follows results filed as active; . = no result given; & = joins results of further samples; [ ] = another dose, or the depositor's remark. The calls were made as follows: active = growth percent below 10; inactive = the rest.
# Start of the data: the first 4 compounds (preview)
Compound	SK-MEL-2	UACC-62	UACC-257	BT-549	MALME-3M	T-47D	SK-MEL-28	HS 578T
CC(C)(N)CCC(=O)O	.	103	.	115	117	109	102	163
O=c1c2cc(F)ccc2sc2c(-n3cccn3)nc3ccccc3c12	104	84	103	103	105	96	107	70
CCCCNC(=S)Nc1ccc(OCc2nc3ccc(Cl)cc3[nH]2)cc1	7.5*	30	57	32	41	22	45	29
Cc1ccc(NC(=O)Nc2ccc3cc4ccc(NC(=O)Nc5ccc(C)cc5)cc4nc3c2)cc1	104	98	95	117	108	82	114	95

# The whole of this part, from the first entry:
Compound	SK-MEL-2	UACC-62	UACC-257	BT-549	MALME-3M	T-47D	SK-MEL-28	HS 578T
CC(C)(N)CCC(=O)O	.	103	.	115	117	109	102	163
O=c1c2cc(F)ccc2sc2c(-n3cccn3)nc3ccccc3c12	104	84	103	103	105	96	107	70
CCCCNC(=S)Nc1ccc(OCc2nc3ccc(Cl)cc3[nH]2)cc1	7.5*	30	57	32	41	22	45	29
Cc1ccc(NC(=O)Nc2ccc3cc4ccc(NC(=O)Nc5ccc(C)cc5)cc4nc3c2)cc1	104	98	95	117	108	82	114	95
CCSc1nnc(-c2cnn3c2NC(c2ccccc2)C3)n1-c1ccc(Cl)cc1 (centres undefined)	91	68	82	96	90	91	104	78
COc1cc2cc(Sc3ccc(NC(=O)Nc4ccc(Cl)c(Cl)c4)cc3)c(C)nc2cc1OC	73	69	90	78	90	101	96	86
O=C(CCCn1c(O)c(/C=C2\C=Nc3ccccc32)sc1=S)Nc1ccc(O)cc1	98	84	93	107	87	91	103	95
COc1cc(CN(c2ccc(C)cc2)C2OC(=O)c3ccccc32)cc(OC)c1OC (centres undefined)	55	46	94	21	63	54	52	59
CN1CCN(Cc2ccc(NC(=O)c3cncc(C#Cc4cncn5ccnc45)c3)cc2C(F)(F)F)CC1	24	19	58	61	2.3*	99	30	70
CCN(CC)CCCC(C)Nc1ccnc2c(Cl)cc(Cl)cc12 (centres undefined)	85	115	82	89	119	95	105	94
CCOCc1cc(-n2c(-c3ccc(Cl)cc3)cc(C(=O)OCC)c2C)ccc1O	71	69	80	94	98	69	100	86
N#C/C(=C\c1ccc(-c2cccc(C(F)(F)F)c2)o1)c1nc(-c2ccco2)cs1	103	78	105	97	94	-18*	98	102
C/C(=C\C(=N\N=C(N)N)c1ccc(Cl)cc1)c1ccc(Cl)cc1	-86*	-87*	-72*	-84*	-65*	-80*	-81*	-51*
Cc1ccc(Nc2cc(N)nc(N)n2)cc1Cl	103	91	94	101	98	77	109	98
O=C(Nc1sc2c(c1C(=O)NCCc1c[nH]c3ccccc13)CCCC2)c1ccccc1	79	71	92	84	118	69	102	92
O=C(c1ccccc1)c1ccc(Cl)c([N+](=O)[O-])c1	95	93	88	106	.	71	97	88
CN1CCN(C(=O)[C@]2(C)CC[C@]3(C)CC[C@]4(C)C(=CC[C@@H]5[C@@]6(C)C/C(=C/c7ccco7)C(=O)C(C)(C)[C@@H]6CC[C@]54C)[C@@H]3C2)CC1	95	74	84	86	91	67	88	79
CC1(C)[C@H]2CC[C@@]1(C)C(=O)[C@H]2[N+](=O)[O-]	110	101	98	104	98	99	104	111
O=CN1N=C(c2ccc(F)cc2)CC1c1cn(Cc2ccc(Cl)cc2)c2ccccc12 (centres undefined)	85	64	67	116	58	41	93	72
c1ccc(-n2ccc(-c3nnnn3Cc3nc4ccccc4[nH]3)n2)cc1	97	90	99	87	109	85	105	92
CSc1nc(SC)c2[nH]cnc2n1	90	103	80	85	127	.	106	101
COc1ccc(CCNC(=O)C(Cl)Cl)cc1	115	97	102	109	103	99	104	109
CS(=O)(=O)c1ccc(-c2nn(-c3ccccc3)cc2C=O)cc1	107	81	96	92	65	103	92	93
CCOCCC(=O)C(C#N)c1cccc(OC)c1OC (centres undefined)	103	100	106	.	99	95	98	97
COc1ccc(C=Nc2ccc(N=Nc3ccccc3)cc2)cc1	103	95	94	95	125	94	105	.
CCCN(C)CC(C)(O)CNc1cc(OC)cc2cccnc12 (centres undefined)	117	101	106	93	125	.	101	106
CCCCNC(=S)Nc1ccc(OCc2nc3ccc(C)cc3[nH]2)cc1	122	97	108	119	109	101	118	107
S=c1[nH]nc(Nc2ccccc2)n1-c1ccccc1	106	105	117	99	97	101	99	120
CN(C)C(=O)Cn1c(=O)[nH]c2ccccc2c1=O	104	95	103	101	97	99	105	113
Clc1ccc(CN2CCO[C@H](COc3cccc(Cl)n3)C2)cc1	102	102	109	107	115	92	.	101
COc1ccc(C(O)(c2ccccc2)C(C(=O)O)c2ccccc2)cc1 (centres undefined)	104	94	127	95	107	86	112	114
CCN(CC)CCNC(=O)C(F)(F)C(F)(F)C(F)(F)F	106	107	111	99	124	110	115	97
CCN(CC)Cc1nc2ccccc2c(=O)n1/N=C/c1ccc([N+](=O)[O-])cc1	111	100	103	123	103	115	107	107
CC(=O)OCC(COC(C)=O)(CN1C(=O)c2ccccc2C1=O)CN1C(=O)c2ccccc2C1=O	113	105	.	103	100	104	118	111
COC(=O)C(CC(=O)Nc1ccc(C(=O)c2nccn2C)cc1)c1ccc(C(F)(F)F)cc1 (centres undefined)	100	98	102	116	96	99	99	102
Nc1ccc2ccc(O)cc2c1	117	.	111	83	110	99	117	97
O=S(=O)(NCCCNc1cc(-c2cn(-c3ccccc3)nc2-c2cccc(O)c2)ccn1)c1ccc(Cl)cc1	5.9*	17	.	12	-19*	8.6*	-27*	5.5*
COc1ccc(Cl)cc1N1C(=N)/C(=C2\Nc3ccccc3S2)CC1=O	37	98	121	109	93	94	106	119
CNC(=O)c1nc(Nc2ccc(NC(=O)Nc3ccc(F)cc3)cc2)c2ccccc2n1	106	99	106	97	98	87	111	105
COc1cc(NCC(O)CN(CC(C)C)CC(C)C)c2nc(C)ccc2c1 (centres undefined)	99	89	54	91	119	.	100	85
COc1cc2nc(N3CCN(C(=O)C4CCCO4)CC3)nc(N)c2cc1OC (centres undefined)	111	100	98	101	110	107	110	91
O=C1c2cc(Cl)c(Cl)cc2C(=O)N1CNc1cc(Cl)ccc1Cl	106	101	110	105	99	105	109	107
CCOC(=O)c1cc(/C=C/c2ccc(Cl)cc2Cl)on1	109	49	105	26	70	.	86	72
C1CCC(CC2CCCCC2)CC1	117	106	127	103	104	104	108	.
CCOC(=O)Cc1cnn(C)c1NC(=O)c1cc(C)ccc1NC(C)=O	95	99	96	77	94	100	111	100
COc1ccc2nc(-c3c(-c4ccccc4)nc4ncccn34)[nH]c2c1	113	95	105	110	112	82	91	.
NC(CC(=O)OCc1ccccc1)C(=O)OCc1ccccc1 (centres undefined)	102	94	111	101	97	99	105	103
COc1cc(CNC(=O)Cc2ccccc2)ccc1OCc1cn(-c2ccccc2F)nn1	108	90	100	106	111	93	102	100
CC(=O)Nc1ccc(-c2cc3cnc4ccccc4c3oc2=O)cc1	126	102	103	112	107	98	111	104
Cc1nn(-c2nc3ccccc3s2)c(C)c1Oc1ccccc1O	-9.6*	39	104	63	77	87	22	39
Cc1ccc(C2NC(=S)NC=C2C(=O)c2cc3ccccc3oc2=O)cc1 (centres undefined)	104	86	108	78	100	85	106	94
CC(C)(C)Nc1c(-c2c(O)c3ccccc3oc2=O)nc2c(Cl)cc(C(F)(F)F)cn12	114	97	.	108	103	102	108	102
C/C(=N\Nc1ccc(S(N)(=O)=O)cc1)c1cnn(-c2cc(=O)[nH]c3ccc(Br)cc23)c1C	20	11	66	38	22	17	35	28
CC(=O)O[C@@H]1CC[C@]2(C)C3=C(CC[C@H]2[C@@]1(C)CO)[C@@]1(C)CC[C@@H]([C@H](CCC=C(C)C)C(=O)O)[C@]1(C)CC3	84	97	92	88	104	95	106	107
C#Cc1cccc(NC(=O)c2ccc(N=C=S)cc2)c1	109[8.25 µM]	95[8.25 µM]	98[8.25 µM]	100[8.25 µM]	93[8.25 µM]	100[8.25 µM]	104[8.25 µM]	111[8.25 µM]
C#CCOc1ccccc1C(OC(=O)c1cccc(N)c1)C(=O)NC(C)(C)C(C)(C)C (centres undefined)	110	90	103	113	104	105	113	103
OC(Cc1ccccc1)(c1ccccc1)C(O)(Cc1ccccc1)c1ccccc1 (centres undefined)	98	64	89	76	94	63	92	.
COC(=O)N1CC(Oc2ccccn2)C2CC1c1ccccc1O2 (centres undefined)	116	90	88	100	104	100	95	86
O=C(O)C(C(=O)O)C(c1ccccc1)c1ccccc1Br (centres undefined)	99	101	100	105	104	99	109	93
CS(=O)(=O)c1cccc(Nc2ncc3cc(-c4ccccc4Cl)ccc3n2)c1	-26*	4.8*	25	10	12	11	20	3.5*

# (listing goes on)
Compound	SK-MEL-2	UACC-62	UACC-257	BT-549	MALME-3M	T-47D	SK-MEL-28	HS 578T
Oc1ccccc1-c1nc2c([nH]1)-c1cccc3cccc-2c13	100	81	105	96	88	96	116	93
Nc1cnc2ccccc2n1	114	93	95	100	93	109	102	94
COc1cccc(-c2nc3sccn3c2-c2ccnc(NCCNS(=O)(=O)c3c(Cl)cccc3Cl)c2)c1	75	29	85	30	78	6.8*	90	88
O=C(CCCCCCN1CC(=O)N2[C@@H](c3ccc(Cl)cc3Cl)c3[nH]c4ccccc4c3C[C@H]2C1=O)NO	102	58	79	122	67	70	93	88
CC(C)C[C@H](N)C(=O)N=S(N)(=O)c1cccc2ccccc12 (some centres undefined)	103	93	97	112	98	103	112	98
CC(CN(C)C)CN1c2ccccc2Sc2ccccc21 (centres undefined)	103&91	66&93	92&110&65	80&92&79	96&101&82	88&79	68&113&88	67&91&77
Cc1nn(-c2ccccc2)c2nc3c(nc12)C(=O)CCC3	90	86	100	91	98	79	114	97
CC(=O)N1N=C(c2ccc(Cl)cc2)CC1c1ccc(Oc2ccc(Br)cc2)cc1 (centres undefined)	90	56	83	81	79	56	100	77
CCOc1ccc(-c2ccc(=O)n(-c3ccc(S(N)(=O)=O)cc3)n2)cc1	134	88	.	92	104	97	90	95
CC1(C)CCC(C)(C)c2cc3c(cc21)C(C)(C)CCC3(C)C	109	112	104	103	109	99	104	106
Cc1nc2cc(Nc3nc(-c4ccc(Cl)cc4)nc(N4CCOCC4)n3)ccc2n1Cc1ccccc1	93	.	97	103	123	87	112	100
O=C(O)c1ccc(-n2cc(/C=N/Nc3ccc(F)cc3)c(-c3cccc(C(F)(F)F)c3)n2)cc1	70	24	91	95	88	73	96	89
O=C1/C(=C/c2ccc(Cl)c(Cl)c2)CN(C(=O)CCN2CCC(=NO)CC2)C/C1=C\c1ccc(Cl)c(Cl)c1	-87*	-92*	-86*	-88*	-82*	-80*	-92*	-29*
COc1cccc(-c2nn(-c3ccccc3)cc2-c2ccnc(NCCNS(=O)(=O)c3ccc(Br)cc3)c2)c1	62	.	.	93	89	17	.	74
CCOC(=O)c1sc2ncnc(Nc3ccc(OCc4ccc(F)cc4)cc3)c2c1C	94	.	94	80	115	77	.	57
Cc1ccc(-c2nn(-c3ccccc3)cc2C2CC(c3ccc(Cl)cc3)=NN2c2ccc(S(N)(=O)=O)cc2)cc1 (centres undefined)	91	90	100	.	.	57	116	98
COc1ccc(-c2cc(-c3ccc(OC)c(S(N)(=O)=O)c3)[nH]c(=O)c2C#N)cc1	133	96	101	89	105	105	110	.
Nc1c(C(=O)Nc2ccccc2C(F)(F)F)sc2nc3c(cc12)CCCCCC3	84	78	75	94	83	80	82	74
c1ccc2c(c1)nnn2Cn1nnc2ccccc21	108	102	102	97	86	89	109	102
O=C1OC(c2ccccc2)=N/C1=C\c1ccccc1	116	101	96	96	86	96	108	97
O=C(c1cccs1)c1ccccc1Cc1ccccc1	96	90	93	106	110	95	101	106
CSc1nc2sc(C(N)=O)c(C)c2c(=O)n1Cc1ccccc1	115	100	98	94	111	97	113	86
O=C(Nc1ccccc1)Oc1ccc2ccccc2c1	116	99	97	105	93	103	98	119
CC(=O)Nc1c(I)c(NC(C)=O)c(I)c(C(=O)O)c1I	94&111	119&105	105	98&101	85&94	102&97	108&115	171&105
COc1ccc(C2CC(c3ccc(Cl)cc3)=NN2c2ccccc2)cc1OC (centres undefined)	.	92	86	102	114	80	99	97
O=C(O)c1ccc(/C=N\N2CCCCCC2)cc1	90	100	123	104	.	106	109	104
CCCNC(=O)c1cc(NCc2cc(O)ccc2O)ccc1O	101	92	84	87	106	96	110	100
CCOC(=O)Oc1ccc(Cl)cc1	109	103	93	96	101	93	109	106
O=C(O)CCCN1C(=O)NC2(C1=O)c1ccccc1-c1ccccc12	83	99	91	97	97	89	107	94
O=C1CCC(C(=O)NNc2ccccc2)O1 (centres undefined)	108	84	100	113	105	101	103	99
CCOC(=O)c1c(C(=O)OCC)c2cc(-c3ccn4c(C(=O)c5ccccc5)c(C(=O)OCC)c(C(=O)OCC)c4c3)ccn2c1C(=O)c1ccccc1	90	85	95	93	87	82	113	81

# Among those listed so far, these have a tert-butyl group.
Compound	SK-MEL-2	UACC-62	UACC-257	BT-549	MALME-3M	T-47D	SK-MEL-28	HS 578T
CC(C)(C)Nc1c(-c2c(O)c3ccccc3oc2=O)nc2c(Cl)cc(C(F)(F)F)cn12	114	97	.	108	103	102	108	102
C#CCOc1ccccc1C(OC(=O)c1cccc(N)c1)C(=O)NC(C)(C)C(C)(C)C (centres undefined)	110	90	103	113	104	105	113	103

# Source: PubChem (NCI)

# Hits appear at their usual frequency, and some 10% of all compounds hit somewhere here.
